M. tuberculosis HTS – M. tuberculosis growth inhibition, HTS (AID 449762). M. tuberculosis H37Rv growth inhibition, 7H9 media; higher % means a stronger effect. inhibition, % at 25 µM; hits with a dose series show IC50 in µM. 330,000 tested, 0.59% active; in the data active = a potency from the dose series; inconclusive = inhibition above about 70% without an active follow-up result;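 also: bacterial growth assessed after seven days of incubation; strong numbers were not always called active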
Salmonella PhoP GFP – PhoP regulon inhibitors, Salmonella typhi PhoP promoter GFP reporter, confirmatory (AID 1850) | 310,000 tested, 0.33% active | Salmonella Typhi PhoP-promoter GFP reporter, fluorescence, 4 h; higher % means a stronger effect | one-dose inhibition, % at 50 µM; IC50 in µM for titrated hits; in the data active = a potency from the dose series; inconclusive = inhibition mostly from about 25% at the one dose, without a potency; inactive = the rest, 99 in 100 with inhibition below about 19%;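 also: 0% = induced wells with vehicle and 100% = uninduced wells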
VEEV TC-83 Vero – inhibitors of VEEV TC-83 cytopathic effect, confirmation, Vero cells (AID 588727) | Vero cells, VEEV TC-83 cytopathic effect inhibition; higher % means a stronger effect | inhibition, % at 20 µM; hits with a dose series show IC50 in µM | 350,000 tested, 0.13% active; in the data active = a potency from the dose series; inconclusive = inhibition mostly from about 14% at the one dose, without a potency; inactive = the rest, 99 in 100 with inhibition below about 12%; also: strong numbers were not always called active
M. tuberculosis – growth inhibition of non-replicating M. tuberculosis (AID 488890) | Mycobacterium tuberculosis non-replicating, growth inhibition; higher % means a stronger effect | one-dose inhibition, % at 25 µM; IC50 in µM for titrated hits | 320,000 tested, 0.39% active; in the data active = a potency from the dose series; inconclusive = inhibition mostly from about 82% at the one dose, without a potency; inactive = the rest, 99 in 100 with inhibition below about 76%;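 also: plate controls were DMSO cells for no effect and high antibiotic wells for full effect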
influenza NS1A – H1N1 influenza NS1A inhibitors, functional cell based assay (AID 504329); NS1A functional cell-based assay, percent inhibition; higher % means a stronger effect; inhibition, % at 12.5 µM; hits with a dose series show IC50 in µM; 340,000 tested, 0.3% active; in the data active = a potency from the dose series; inconclusive = inhibition above about 27% without an active follow-up result; also: strong numbers were not always called active
VEEV TC-83 Vero 10K pilot screen – also measured in VEEV TC-83 Vero; calls as there; inhibition, %; measured here: 10K pilot screen inhibition
Starred values were filed as active, the others as inactive; i = inactive; ? = inconclusive; . = no result given. Compounds were not picked by outcome; any-hit rate near 1.5%.

SMILES | M. tuberculosis HTS | Salmonella PhoP GFP | VEEV TC-83 Vero | M. tuberculosis | influenza NS1A | others
COCc1cc(=O)[nH]c(Nc2nc(C)c3cc(OC)ccc3n2)n1 | -3% | 8% | . | 8% | .
Cc1nnc(SCC(=O)c2c(N)n(C3CC3)c(=O)[nH]c2=O)n1-c1ccccc1 | 6% | . | 1.0% | 6% | -9%
CCOc1cccc(CN2CCN(c3cccc(C(F)(F)F)c3)CC2)c1O | -1% | -6% | i | 34% | 3%
COc1ccc(CNc2oc(Cc3cccc4ccccc34)nc2C#N)cc1 | 7% | 4% | 6.3% | 15% | -1%
Cc1ccc(S(=O)(=O)N2CCN(C(=O)CSc3ncn[nH]3)CC2)cc1 | -15% | . | 3.9% | -8% | -7%
COc1ccc(CCNC(=O)CN2CCN(S(=O)(=O)c3ccc(Cl)cc3)CC2)cc1OC | -12% | 0% | 0.4% | -7% | 3%
COC(=O)C1=C(C)N(C)C(=S)N(C)C1c1cccc(Br)c1 (centres undefined) | 1% | 9% | 1.6% | 21% | 5%
CC(=O)Nc1ccc(NS(=O)(=O)c2c(Cl)cccc2Cl)cc1 | -2% | -5% | 0.4% | -2% | 13%
CC[C@@H](C)[C@@H](C(=O)N1CCNCC1)n1cc(CCC(=O)O)nn1 | -7% | -6% | 0.2% | -19% | -5%
COc1ccc(N/C(=C2\CCCC2=O)C2CCCCC2)cc1 | 95% | 6% | 0.0% | 10% | 6%
COc1ccc(OC)c(-c2oc3ccccc3c(=O)c2O)c1 | 3% | 2% | 0.3% | 15% | -8%
Cc1noc(C)c1C(=O)OCC(=O)NCc1ccccc1 | . | . | i | . | -3%
CC(=O)O[C@H](CC(=O)O)C[N+](C)(C)C | -2% | -10% | 1.6% | 2% | 8%
CCC(C)(C)n1nnnc1C(c1ccc2ncccc2c1)N1CCN2CCCC2C1 (centres undefined) | -4% | 7% | i | -4% | -1%
Cc1cc(OCc2cc(C(=O)N(C)Cc3ccccn3)no2)cc(C)c1Cl | 14% | -8% | 2.6% | 33% | -2%
CC(C)(CNC(=O)Cc1ccc(NS(=O)(=O)c2cccc(C(F)(F)F)c2)cc1)N1CCOCC1 | 2% | -5% | 6.1% | -1% | -12%
O=C1/C(=C/c2ccc(N3CCCC3)cc2)NC(=S)N1C1CC1 | 19% | -6% | 0.1% | 33% | 6%
COc1ccccc1NC(=O)CSc1nnc(C2CCCCC2)n1-c1ccccc1 | 5% | -2% | 6.7% | 31% | -9%
O=C(N1CCCCC1)N1CCN(c2ccc(Cl)cc2)CC1 | -3% | -3% | i | -4% | 3%
Cc1cc(C)c(NC(=O)COC(=O)CCn2c(C)csc2=O)c(C)c1 | 1% | 7% | 0.2% | 4% | -4%
O=C(Nc1ccc(S(=O)(=O)Nc2cnc3ccccc3n2)cc1)c1ccccc1Br | 2% | 9% | 2.5% | 3% | 5%
O=C(C[C@H]1C/C=C\C[C@H](NC(=O)OCC2c3ccccc3-c3ccccc32)C(=O)O[C@H](c2ccccc2)CNC1=O)N[C@H](CO)Cc1ccccc1 | 2% | . | 1.2% | 75% | 4%
CCCNC(=O)Cn1cnc2sc(C(=O)NCCCN3CCOCC3)c(C)c2c1=O | 7% | -1% | i | -7% | 2%
COC(=O)COc1ccc(/C=C2\SC(=O)N(CC(=O)Nc3ccccc3F)C2=O)cc1 | -1% | -6% | i | 33% | -3%
O=C(Cc1cccs1)NNC(=O)C12CC3CC(CC(C3)C1)C2 | 0% | 6% | 0.6% | 2% | 2%
(listing goes on)
SMILES | M. tuberculosis HTS | Salmonella PhoP GFP | VEEV TC-83 Vero | M. tuberculosis | influenza NS1A | others
COc1cccc(CN2CCNC(=O)C2CC(=O)NCCCC2CCCC2)c1OC (centres undefined) | 1% | -4% | 0.2% | 52% | 11%
CN(C(=S)NC1=CCS(=O)(=O)C1)C1CCCCC1 | 7% | -13% | 0.8% | 12% | 0%
O=C1C(=O)N(CCCN2CCOCC2)C(c2ccc(F)cc2)/C1=C(\O)c1ccc2c(c1)OCCO2 (centres undefined) | 0% | 3% | 1.1% | 2% | 1%
Cc1ccccc1CNC(=O)Nc1cccs1 | -11% | 6% | i | -4% | -8%
O=C(N/N=C/c1ccccc1)c1ccc(OCc2ccccc2)cc1 | 3% | 4% | 2.6% | 15% | 2%
CCOC(=O)c1c(N)c2cc([N+](=O)[O-])cnc2n1C | 2% | 4% | 0.6% | -6% | .
COc1cc(OC)cc(C(=O)NNC(=S)Nc2ccccc2OC)c1 | 0% | -17% | 0.4% | -2% | -16%
COC(=O)C1=NN(c2ccc(OC)cc2)C2C(=O)N(c3ccccc3OC)C(=O)C12 (centres undefined) | 15% | 5% | i | -14% | .
Cc1ccc(Cl)cc1-n1c(=O)cc(N2CC(C)OC(C)C2)[nH]c1=O (centres undefined) | . | -5% | 0.3% | . | -10%
O=C(/C=C/c1ccc(Br)cc1)c1ccc(NC2=NCCCS2)cc1 | ? | -3% | 7.0% | ? | 7% | VEEV TC-83 Vero 10K pilot screen=7.6
CCOc1ccc(Cl)cc1S(=O)(=O)N1CCCC1 | . | 3% | 0.7% | . | -11%
CN(Cc1cnccn1)C(=O)C1CCC(=O)N(CCc2ccccc2)C1 (centres undefined) | -1% | -2% | 0.6% | 3% | 6%
O=C(Nn1cnnc1)c1ccc(Cl)cc1 | 2% | -5% | i | -4% | -7%
CC(C)c1ccc(NC(=O)CNS(=O)(=O)c2ccc(F)cc2)cc1 | 30% | -1% | i | 22% | -10%
O=C(NC1CCN(Cc2ccccc2)CC1)c1cc(-c2ccccn2)nc2ccccc12 | -9% | 7% | 2.6% | 12% | -4%
Cc1ccc(Cl)c(OCC(=O)Nc2sc(C)c(C)c2C#N)c1 | 9% | -2% | i | 5% | 8% | VEEV TC-83 Vero 10K pilot screen=1.0
O=C1CSc2nc3ccccc3n21 | 4% | -10% | 4.3% | -8% | -2%
NC1(N)OC(CN2C(=O)c3ccccc3C2=O)CS1 (centres undefined) | 5% | 13% | i | 2% | -5%
CCCNC(=O)N1[C@H]2CC[C@@H]1C(C(=O)OC)=C(c1cc3ccccc3s1)C2 | -1% | -1% | 2.6% | -23% | -5%
COc1ccc(S(=O)(=O)N2c3ccccc3NC(=O)CC2C)cc1 (centres undefined) | -16% | -9% | 1.2% | -12% | 15%
Cc1nn(C(C)(C)C)c(NC(=O)c2ccc(Cl)cc2Cl)c1Br | 3µM* | 2% | i | 2% | .
CCc1ccc2[nH]c3nc(SCC(=O)NNC(=O)c4ccc(C(C)(C)C)cc4)nnc3c2c1 | -6% | -3% | 4.6% | 2% | -2%
CC1CCN(C(=O)Cn2c3ccc(F)cc3c3nc4n(c(=O)c32)CCCS4)CC1 | 2% | 1% | 3.0% | 8% | 0%
O=C(Nc1ccc(-c2nc3cccnc3s2)cc1)c1ccco1 | 6% | -5% | 7.9% | 22% | 11%
CCSc1nnc(NC(=O)C2Cc3ccccc3CN2C(=O)c2ccco2)s1 (centres undefined) | 30% | 3% | 3.9% | 3% | 9%
Next results follow.
SMILES | M. tuberculosis HTS | Salmonella PhoP GFP | VEEV TC-83 Vero | M. tuberculosis | influenza NS1A | others
Cc1ccc([C@@H]2CC=C(C(=O)O)[C@H](c3ccccc3F)N2S(=O)(=O)c2ccccc2C)cc1 | -1% | . | 0.2% | 19% | 15%
Cc1ccc(OCc2nc(C#N)c(N3CCN(Cc4ccccc4)CC3)o2)cc1 | -9% | 4% | 1.1% | 9% | 7%
CSCCC(NS(=O)(=O)c1ccccc1F)C(=O)NCc1cccs1 (centres undefined) | -8% | . | 1.7% | 0% | -10%
COC(=O)c1cc(NCc2ccc3c(c2)OCO3)ccc1N1CCOCC1 | -6% | -4% | 0.2% | -4% | 7%
O=C1CN(C(=O)COC(=O)c2ccc[n+]([O-])c2)c2ccccc2N1 | -4% | 2% | 0.1% | 0% | -7%
COCc1nnc(NC(=O)c2cc(Cl)ccc2OC)s1 | -13% | -1% | 2.8% | 27% | 0% | VEEV TC-83 Vero 10K pilot screen=2.7
Cc1ccccc1OCC(=O)Nc1nnc(C2CCCC2)s1 | -5% | -7% | 3.3% | -19% | -3%
COc1ccc(OC)c(S(=O)(=O)Nc2cc(Cl)cc(Cl)c2)c1 | -2% | 1% | 0.9% | 21% | 4%
Fc1cccc(F)c1-n1c(CN2CCCC2)csc1=S | 4% | -2% | 0.1% | 37% | 6%
C=C(C)CN(CC)c1nc(N)c(C#N)c(CC#N)c1C#N | -14% | -2% | i | 22% | -4%
Cn1nc(C(=O)NNC(=O)c2ccc(Cl)c(S(N)(=O)=O)c2)c2ccccc2c1=O | -1% | . | 7.1% | -8% | -21%
CC(C)NC(=O)[C@]1(C)CCC[C@@]2(C)C3CC[C@@]4(C)C[C@]3(CCC21)CC4=O (some centres undefined) | 1% | . | 2.2% | -19% | -7%
CCCC[N+](CC#CCO)(CC#Cc1ccccc1)CCCC | 3% | 1% | 0.7% | 45% | -22%
C/C(=N\NC(=O)CSCc1ccc([N+](=O)[O-])cc1)c1cccc(Br)c1 | 3% | -1% | 1.0% | 9% | -3%
O=C(CCSc1nnc(-c2ccco2)o1)Nc1ccccc1 | 42% | 3% | 6.3% | ? | 11%
CCCN(CC(=O)Nc1ccc(Cl)cc1Cl)Cc1cc(=O)n2ccsc2n1 | -7% | 1% | 4.5% | -1% | 11%
COc1ccc(NC(=O)CSCC(=O)NC2(C)CCS(=O)(=O)C2)cc1 (centres undefined) | 0% | -7% | 3.5% | . | -9%
CN1CCN(c2nc(NCCOC34CC5CC(CC(C5)C3)C4)nc(OCC(F)(F)F)n2)CC1 | -3% | 13% | 3.3% | 34% | 3%
CCc1nn(CC(=O)N(C)C2CCCCC2)c(=O)c2cc3cc(C)ccc3n12 | 14% | -27% | 3.0% | 7% | 1%
NS(=O)(=O)c1cccc(NC(=O)COC(=O)C2(c3cccc(F)c3)CCCC2)c1 | 3% | -6% | 5.0% | 13% | 3%
CCc1ccc(N2CC(C(=O)N3CCCC3)CC2=O)cc1 (centres undefined) | -1% | 2% | i | 12% | -4%
NC1=NC(=O)C2(COC(c3cccnc3)OC2)S1 (centres undefined) | -7% | 0% | i | -5% | -2%
Cc1cccc(CN2CCOCCS2(=O)=O)c1 | 0% | 15% | 0.2% | -8% | 0%
CCCCC(=O)Nc1ccc(NC(=O)c2cc(OC)c(OC)c(OC)c2)cn1 | -5% | -8% | i | 33% | 7%
CCOc1ccc(-n2c(=O)[nH]cc(C(=O)N3CCCc4ccccc43)c2=O)cc1 | 7% | -2% | 1.8% | 11% | 9%

Entries listed so far containing fluorine, in the order listed:
SMILES | M. tuberculosis HTS | Salmonella PhoP GFP | VEEV TC-83 Vero | M. tuberculosis | influenza NS1A | others
CCOc1cccc(CN2CCN(c3cccc(C(F)(F)F)c3)CC2)c1O | -1% | -6% | i | 34% | 3%
CC(C)(CNC(=O)Cc1ccc(NS(=O)(=O)c2cccc(C(F)(F)F)c2)cc1)N1CCOCC1 | 2% | -5% | 6.1% | -1% | -12%
COC(=O)COc1ccc(/C=C2\SC(=O)N(CC(=O)Nc3ccccc3F)C2=O)cc1 | -1% | -6% | i | 33% | -3%
O=C1C(=O)N(CCCN2CCOCC2)C(c2ccc(F)cc2)/C1=C(\O)c1ccc2c(c1)OCCO2 (centres undefined) | 0% | 3% | 1.1% | 2% | 1%
CC(C)c1ccc(NC(=O)CNS(=O)(=O)c2ccc(F)cc2)cc1 | 30% | -1% | i | 22% | -10%
CC1CCN(C(=O)Cn2c3ccc(F)cc3c3nc4n(c(=O)c32)CCCS4)CC1 | 2% | 1% | 3.0% | 8% | 0%
Cc1ccc([C@@H]2CC=C(C(=O)O)[C@H](c3ccccc3F)N2S(=O)(=O)c2ccccc2C)cc1 | -1% | . | 0.2% | 19% | 15%
CSCCC(NS(=O)(=O)c1ccccc1F)C(=O)NCc1cccs1 (centres undefined) | -8% | . | 1.7% | 0% | -10%
Fc1cccc(F)c1-n1c(CN2CCCC2)csc1=S | 4% | -2% | 0.1% | 37% | 6%
CN1CCN(c2nc(NCCOC34CC5CC(CC(C5)C3)C4)nc(OCC(F)(F)F)n2)CC1 | -3% | 13% | 3.3% | 34% | 3%
NS(=O)(=O)c1cccc(NC(=O)COC(=O)C2(c3cccc(F)c3)CCCC2)c1 | 3% | -6% | 5.0% | 13% | 3%
